Compound activity deposited in PubChem BioAssay by Sanford-Burnham Center for Chemical Genomics.
Gli-Sufu block = Gli-Sufu pathway antagonists, primary screen, luciferase luminescence, Sufu-KO-LIGHT cells, uHTS; Sufu-KO-LIGHT fibroblasts, Gli luciferase reporter luminescence; inhibition, % at 5 µM; 340,000 tested, 0.74% active;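 active = inhibition above about 55%, limit read from the data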;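 also: 0% = DMSO-treated cells and 100% = wells with medium but no cells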
CXCR6 block = CXCR6 receptor inhibitors, primary screen, cell-based, beta-arrestin, luminescence, CHO-K1 PathHunter, 1536-well; inhibition, % at 20 µM; 360,000 tested, 0.36% active; C-X-C chemokine receptor type 6 (Homo sapiens), O00574; in the data active = inhibition above about 34%, passing the limit was not always enough;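 also: antagonist mode with CXCL16 agonist at 10 nM final; 0% = 10 nM CXCL16 with DMSO and 100% = unstimulated wells without agonist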
Jurkat NFkB inh = inhibitors of induced NF-kB luciferase reporter, primary screen, TCR NF-kB activation inhibitor project, cell-based, luminescence, uHTS | inhibition, % at 4 µM | 330,000 tested, 0.53% active | Jurkat, PMA/ionomycin-induced NF-kB luciferase reporter; in the data active = inhibition above about 50%
EBI2 antag = EBI2 receptor antagonists, beta-arrestin recruitment, primary screen, cell-based, luminescence, 7a,25-OHC stimulation, uHTS | G-protein coupled receptor 183 (Homo sapiens), P32249 | 7a,25-OHC stimulated | inhibition, % at 5 µM | 360,000 tested, 0.81% active | AID 651636, 2012; in the data active = inhibition above about 38%;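 also: enzyme fragment complementation signal reports receptor beta-arrestin coupling in cells; 0% = agonist plus DMSO wells and 100% = wells without agonist; some results beyond the cut were filed as inactive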
Target sequence (P32249 whole entry, looked up, the tested form may be a part): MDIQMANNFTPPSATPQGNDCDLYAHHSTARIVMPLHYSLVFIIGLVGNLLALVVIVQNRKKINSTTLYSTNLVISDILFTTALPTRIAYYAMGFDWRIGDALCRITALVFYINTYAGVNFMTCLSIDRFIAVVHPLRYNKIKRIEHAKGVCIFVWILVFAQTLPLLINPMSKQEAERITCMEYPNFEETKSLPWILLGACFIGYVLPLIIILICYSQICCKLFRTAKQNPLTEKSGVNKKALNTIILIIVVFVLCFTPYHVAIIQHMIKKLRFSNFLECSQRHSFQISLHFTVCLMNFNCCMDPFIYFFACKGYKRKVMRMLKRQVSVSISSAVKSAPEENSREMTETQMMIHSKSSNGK
697 NFkB inh = inhibitors of PMA/ionomycin-induced NF-kB reporter, 697 cells, primary screen, B-cell NF-kB inhibitor project, cell-based, luminescence, uHTS | 697 B-cell NF-kB luciferase reporter, 16 h | inhibition, % at 4 µM | 330,000 tested, 0.33% active; in the data active = inhibition above about 35%
CCR6 antagonist = CCR6 receptor antagonists, primary screen, cell-based, CHO-K1, luminescence, beta-arrestin, uHTS. inhibition, % at 20 µM. CHO-K1 CCR6 PathHunter beta-arrestin, CCL20-stimulated. 340,000 tested, 0.49% active. C-C chemokine receptor type 6 (Homo sapiens), P51684;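 active = compounds whose inhibition of the agonist-driven luminescence signal at 20 µM reaches about 50%, limit read from the data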;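 also: cells stimulated with CCL20 at 14 nM final; plate controls were DMSO with CCL20 for no effect and DMSO without agonist for full effect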
Target sequence (P51684 whole entry, looked up): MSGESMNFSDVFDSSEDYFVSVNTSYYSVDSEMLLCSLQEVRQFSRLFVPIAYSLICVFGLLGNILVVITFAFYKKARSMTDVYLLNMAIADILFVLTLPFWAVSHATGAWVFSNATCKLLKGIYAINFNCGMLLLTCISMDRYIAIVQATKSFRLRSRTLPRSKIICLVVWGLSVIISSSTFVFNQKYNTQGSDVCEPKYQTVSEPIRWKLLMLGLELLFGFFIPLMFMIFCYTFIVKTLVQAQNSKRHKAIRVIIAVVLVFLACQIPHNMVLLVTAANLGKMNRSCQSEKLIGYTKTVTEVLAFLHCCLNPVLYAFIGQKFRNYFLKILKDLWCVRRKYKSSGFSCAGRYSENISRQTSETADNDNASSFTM
UPR CHOP act = activators of apoptotic CHOP UPR arm, primary screen, cell-based, CHO-CHOP luciferase reporter, luminescence, uHTS. activation, % at 10 µM. 330,000 tested, 0.34% active. UPR activation; percent of tunicamycin response over DMSO baseline. AID 449763, 2010;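 active = at 10 µM dose, activation of 40% or more, normalized to positive control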;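 also: 100% = tunicamycin at 10 µg/mL and 0% = DMSO alone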
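System: CHO-CHOP luciferase reporter cell line; amount: 500 cells/well; buffer or medium: F12 medium containing 10% fetal bovine serum; incubation: 6 h compound exposure at 37 °C after overnight seeding; measured by: luciferase luminescence after 10 min with Steady-Glo reagent; evaluation: % reporter activation, DMSO baseline versus tunicamycin full activation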
XBP1 UPR activ = activators of adaptive XBP1 UPR arm, primary screen, cell-based, CHO-XBP1 luciferase reporter, luminescence, uHTS | 330,000 tested, 0.33% active | activation, % at 20 µM | IRE1-XBP1 UPR activation; percent of tunicamycin response, DMSO as zero;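 active = versus positive control, 20 µM dose yields 30% or more activation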;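 also: 100% = tunicamycin at 10 µg/mL and 0% = DMSO only wells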
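incubation = overnight seeding at 37 °C, 6 h compound treatment at 37 °C | assay system = CHO-XBP1 cells stably carrying IRE1-XBP1-driven luciferase reporter | input = 1000 cells per well | detection = luciferase luminescence | dosing = single point, 20 µM final compound, 1% DMSO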
Mdm2-MdmX inh = inhibitors of human Mdm2-MdmX association, primary screen, cell-based, luminescence, split luciferase, SaOS-2, uHTS; inhibition, % at 8 µM; SaOS-2 split-luciferase Mdm2/MdmX complementation; 330,000 tested, 3% active; Protein Mdm4 (Homo sapiens) + E3 ubiquitin-protein ligase Mdm2 (Homo sapiens), …;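 active = inhibition of at least 50% at 8 µM in the primary screen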
Starred values were filed as active, the others as inactive; nt = not tested or not shown.

SMILES | Gli-Sufu block | CXCR6 block | Jurkat NFkB inh | EBI2 antag | 697 NFkB inh | CCR6 antagonist | UPR CHOP act | XBP1 UPR activ | Mdm2-MdmX inh
Cc1cccc(C(=O)NC(C(=O)Nc2ccc(S(=O)(=O)Nc3nccs3)cc2)C(C)C)c1 (stereo not drawn) | 2 | -2 | nt | -11 | nt | -4 | nt | nt | nt
Cc1ccc(N(C(=O)CCC(=O)Nc2cc(C)on2)C(C(=O)NC2CCCC2)c2ccccc2)cc1 (stereo not drawn) | -2 | -5 | -1 | -1 | 0 | 21 | 0.0 | -1 | 3
CCOCCCNC(=O)c1ccc(Br)cc1 | -32 | -6 | -28 | 2 | -25 | 11 | 4.4 | -1 | -12
COc1ccc(NS(=O)(=O)c2cc(NC(=O)c3ccccc3F)ccc2N2CCCC2)cc1 | -12 | -4 | 12 | 8 | 8 | 6 | 1.2 | -2 | -2
COc1cc(C(=O)NCc2nnc(SCC(=O)c3ccccc3)o2)cc(OC)c1OC | -8 | -3 | 13 | -3 | 15 | -2 | 2.9 | -2 | 36
O=C(c1cc([N+](=O)[O-])ccc1N1CCN(S(=O)(=O)c2ccc(Cl)c(Cl)c2)CC1)N1CCOCC1 | 6 | 11 | 1 | -4 | 7 | 21 | -0.3 | -5 | 12
O=C(CN1CCN(c2cccc(Cl)c2)CC1)Nc1ccc(S(=O)(=O)N2CCOCC2)cc1 | 21 | -6 | 2 | -9 | 5 | -1 | 0.1 | -5 | 25
c1ccc(C2COC(c3cccs3)=N2)cc1 (stereo not drawn) | -7 | 0 | -22 | -3 | -16 | 2 | 3.5 | 0 | -9
CCN(C(=O)CSc1nnc(-c2ccccc2F)n1N)c1c(N)n(Cc2ccccc2)c(=O)[nH]c1=O | 2 | 4 | nt | -4 | nt | -4 | nt | nt | nt
CNc1nc(NCCOC23CC4CC(CC(C4)C2)C3)nc(OCC(F)(F)F)n1 | 3 | -1 | -47 | 15 | -45 | 2 | 1.0 | 1 | 35
COc1ccccc1C(C)NC(=O)Cc1ccsc1 (stereo not drawn) | -15 | 2 | 7 | -5 | 5 | 11 | -0.6 | -1 | 0
CC1=CC(=NNS(=O)(=O)c2ccc([N+](=O)[O-])cc2)CC(C)(C)C1 | -7 | 4 | nt | -12 | nt | 6 | nt | nt | nt
FC(F)(F)c1ccccc1-n1c(CN2CCCCC2)n[nH]c1=S | -1 | -22 | 19 | 18 | 4 | 5 | 2.7 | 1 | -26
O=C(NC(NC(=S)Nc1ccc(Cl)cc1Cl)C(Cl)(Cl)Cl)c1cccc([N+](=O)[O-])c1 (stereo not drawn) | 26 | 8 | -56 | 11 | -52 | 27 | 18 | 6 | 98*
CN1CCN(c2nc3c(c(=O)n(C)c(=O)n3C)n2CC(=O)C23CC4CC(CC(C4)C2)C3)CC1 | 7 | -1 | 8 | 4 | -1 | -15 | -0.7 | 0 | 11

Mdm2-MdmX inh: entries above that show a hit.
SMILES,CXCR6 block,Jurkat NFkB inh,EBI2 antag,697 NFkB inh,CCR6 antagonist,Mdm2-MdmX inh
O=C(NC(NC(=S)Nc1ccc(Cl)cc1Cl)C(Cl)(Cl)Cl)c1cccc([N+](=O)[O-])c1 (stereo not drawn),8,-56,11,-52,27,98*

The list continues.
SMILES | Gli-Sufu block | CXCR6 block | Jurkat NFkB inh | EBI2 antag | 697 NFkB inh | CCR6 antagonist | UPR CHOP act | XBP1 UPR activ | Mdm2-MdmX inh
CC(CN1CCCCC1)OC(=O)c1ccc(Cl)cc1 (stereo not drawn) | 3 | 13 | 2 | -6 | 18 | -11 | -0.6 | 35* | -17
COc1ccc(NC(=O)/C(Cl)=C(/Cl)S(=O)Cc2ccc(Cl)cc2)cn1 (stereo not drawn) | 46 | 100* | 101* | 71* | -185 | 100* | -11 | -9 | 97*
CCOC(=O)/C=C1\SCC(=O)N1CC(=O)c1ccc[nH]1 | 4 | 7 | -10 | 4 | 1 | -2 | 1.0 | -1 | 13
CCOc1ccc(C(=O)OCC(=O)Nc2cccnc2Cl)cc1OCC | -1 | -8 | 7 | -7 | -17 | -3 | -0.1 | 7 | 19
CCS(=O)(=O)C(=C1NCCO1)S(=O)(=O)CC | -2 | -5 | 12 | -1 | 8 | 6 | -2.4 | -3 | 12
COc1ccccc1Nc1nc(NCC2CCCO2)c2ccccc2n1 (stereo not drawn) | 28 | -6 | -15 | 15 | 5 | 2 | 3.1 | 0 | 12
CC(=O)Nc1cccc(NC(=O)CCn2cnc3cc(C)c(C)cc32)c1 | 58* | 0 | 2 | -7 | 2 | -1 | -0.3 | 0 | -4
O=C1c2cccnc2C(=O)N1Cc1ccc(S(=O)(=O)NCc2ccco2)s1 | 2 | 4 | -16 | -3 | -8 | 4 | -2.2 | -2 | -3
Cc1c(C(=O)N2CCN(C3CCS(=O)(=O)C3)CC2)oc2ccc(Cl)cc12 (stereo not drawn) | -3 | 0 | 12 | 10 | 4 | -4 | 2.4 | -1 | 3
O=C(CCN1CCc2ccccc2C(O)(c2ccccc2)C1)c1ccc2c(c1)OCCO2 (stereo not drawn) | 8 | 9 | -7 | -4 | 12 | 2 | -3.9 | -8 | 10
CC1CCC2(CC1)NC(=O)N(CC(=O)N1CCOCC1)C2=O (stereo not drawn) | -6 | 0 | -4 | -7 | -17 | 6 | -2.4 | -2 | 1
O=C(O)C1CCCN(S(=O)(=O)c2ccc(F)cc2)C1 (stereo not drawn) | 1 | 0 | 0 | 4 | 8 | -3 | -2.5 | 1 | -1
Cc1nc2ccccc2c(=O)n1NC(=O)c1cncc(Br)c1 | -7 | -8 | 11 | -15 | 9 | 2 | -0.9 | -2 | 13
O=C(Nc1ccc(N2CCOCC2)c(Cl)c1)c1cc(F)c(F)cc1Cl | -14 | 1 | -19 | 5 | -39 | -4 | 3.0 | 2 | 9
O=[N+]([O-])CC(c1ccc(F)cc1)c1c[nH]c2ccccc12 (stereo not drawn) | 0 | -3 | 34 | 12 | -31 | 11 | -1.1 | 0 | 63*
COC(=O)C1=CN(C(C)c2ccccc2)C=C(C(=O)OC)C1c1cc(OC)c(OC)c(OC)c1 (stereo not drawn) | 12 | 10 | -3 | 8 | -12 | 11 | 0.8 | -1 | 8
CCNS(=O)(=O)c1ccc(CCC(=O)N2CCN(c3cc(Cl)ccc3C)CC2)cc1 | 25 | -14 | 8 | 5 | -46 | 14 | 3.0 | -4 | 32
O=C(Nc1cc(S(=O)(=O)N2CCOCC2)ccc1N1CCOCC1)c1cc(=O)[nH]c2ccccc12 | -2 | -1 | 21 | -8 | 13 | -2 | -0.5 | 1 | -10
COc1ccccc1N1CCN(CC(=O)NCC2CCCO2)CC1 (stereo not drawn) | -6 | -6 | -8 | 4 | 11 | 3 | 0.8 | -7 | -1
O=C(N(c1ccccn1)c1ccccn1)C12CC3CC(CC(C3)C1)C2 | 25 | -1 | -1 | -4 | 15 | 0 | 0.0 | 0 | 3
Cc1nn(-c2ccccc2)c(Cl)c1C(=O)NCc1cccs1 | 1 | 9 | 7 | -1 | 3 | 17 | 1.2 | 1 | 4
COc1cc(C(=S)N2CCOCC2)cc(OC)c1OC(=O)c1ccc([N+](=O)[O-])cc1[N+](=O)[O-] | 13 | -22 | -11 | 3 | 5 | -12 | 2.8 | -5 | 0
O=C(Nc1nnc(-c2ccncc2)s1)Nc1ccccc1F | -29 | -10 | -12 | -1 | -27 | -13 | 3.3 | 1 | -19
COc1ccc(N(C(C)C(=O)NC2CCCCCC2)S(C)(=O)=O)cc1 (stereo not drawn) | 2 | -1 | -7 | -12 | 18 | 7 | 2.4 | 1 | -1
O=C(c1ccc(CNc2c(N3CCCC3)c(=O)c2=O)cc1)N1CCN(C2CCCCC2)CC1 | 6 | 2 | -2 | -3 | 5 | 0 | -1.5 | 1 | 18
Cc1ccc(C(=O)Oc2ccccc2C(=O)N2CCOCC2)cc1 | -12 | 3 | 1 | -9 | 6 | 21 | -1.7 | 2 | 10
CCn1cc(/C=N/NC(=O)c2cc3c(ccc4ccccc43)o2)c2ccccc21 | 6 | -3 | -4 | 2 | 8 | -1 | 1.9 | -3 | 42
COc1ccc(CC(=O)NC(=S)Nc2cccc(C)c2)cc1 | 1 | -6 | 5 | 0 | -14 | 16 | -0.2 | 6 | 20

5 entries from above, with two lines to a compound:
Each structure is followed by: Gli-Sufu block | CXCR6 block | Jurkat NFkB inh | EBI2 antag | 697 NFkB inh | CCR6 antagonist | UPR CHOP act | XBP1 UPR activ | Mdm2-MdmX inh
O=C(Nc1nnc(-c2ccncc2)s1)Nc1ccccc1F
→ -29 | -10 | -12 | -1 | -27 | -13 | 3.3 | 1 | -19
COc1ccc(N(C(C)C(=O)NC2CCCCCC2)S(C)(=O)=O)cc1 (stereo not drawn)
→ 2 | -1 | -7 | -12 | 18 | 7 | 2.4 | 1 | -1
O=C(c1ccc(CNc2c(N3CCCC3)c(=O)c2=O)cc1)N1CCN(C2CCCCC2)CC1
→ 6 | 2 | -2 | -3 | 5 | 0 | -1.5 | 1 | 18
Cc1ccc(C(=O)Oc2ccccc2C(=O)N2CCOCC2)cc1
→ -12 | 3 | 1 | -9 | 6 | 21 | -1.7 | 2 | 10
CCn1cc(/C=N/NC(=O)c2cc3c(ccc4ccccc43)o2)c2ccccc21
→ 6 | -3 | -4 | 2 | 8 | -1 | 1.9 | -3 | 42

Hits appear at their usual frequency; about 5% have a hit in one of these screens.
